M5 ag – agonists of human muscarinic M5 receptor (CHRM5); CHO-K1 hM5 cells, Fluo-8 calcium fluorescence; 0% DMSO wells, 100% maximal acetylcholine response; actives 0.19% (n = 360,000); activation, % at 3 µM; P08912;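 active = activation above the run's mean over test compounds plus 3 SD, cut at about 23% in these data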;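 also: signal is peak over basal fluorescence ratio across the kinetic read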
Target sequence (P08912 whole entry, looked up): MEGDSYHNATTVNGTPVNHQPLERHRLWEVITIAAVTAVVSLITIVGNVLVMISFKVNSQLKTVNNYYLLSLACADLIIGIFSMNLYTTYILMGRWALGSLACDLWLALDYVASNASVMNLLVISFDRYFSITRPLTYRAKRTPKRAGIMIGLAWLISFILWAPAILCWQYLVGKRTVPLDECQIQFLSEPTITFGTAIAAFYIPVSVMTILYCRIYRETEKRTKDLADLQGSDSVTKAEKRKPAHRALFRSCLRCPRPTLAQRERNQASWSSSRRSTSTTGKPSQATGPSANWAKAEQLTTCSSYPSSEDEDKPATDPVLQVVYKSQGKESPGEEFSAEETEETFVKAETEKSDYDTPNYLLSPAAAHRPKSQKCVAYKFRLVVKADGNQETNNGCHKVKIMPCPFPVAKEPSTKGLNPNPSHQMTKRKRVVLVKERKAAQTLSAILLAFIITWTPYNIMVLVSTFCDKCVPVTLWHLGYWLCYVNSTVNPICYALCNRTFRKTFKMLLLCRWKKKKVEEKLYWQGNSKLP
M4 PAM – potentiates acetylcholine response at human M4 receptor; P08173; CHO-K1 hM4/Gqi5, Fluo-8 calcium fluorescence, ACh EC20; 0% = ACh EC20, 100% = maximal ACh; activation, % at 3 µM; actives 0.4% (n = 360,000); AID 624126;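 active = activation above its plate's cutoff, the mean activation of sample wells plus 3 SD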; also: some results filed as inactive read as strong as hits
Target sequence (P08173 whole entry, looked up): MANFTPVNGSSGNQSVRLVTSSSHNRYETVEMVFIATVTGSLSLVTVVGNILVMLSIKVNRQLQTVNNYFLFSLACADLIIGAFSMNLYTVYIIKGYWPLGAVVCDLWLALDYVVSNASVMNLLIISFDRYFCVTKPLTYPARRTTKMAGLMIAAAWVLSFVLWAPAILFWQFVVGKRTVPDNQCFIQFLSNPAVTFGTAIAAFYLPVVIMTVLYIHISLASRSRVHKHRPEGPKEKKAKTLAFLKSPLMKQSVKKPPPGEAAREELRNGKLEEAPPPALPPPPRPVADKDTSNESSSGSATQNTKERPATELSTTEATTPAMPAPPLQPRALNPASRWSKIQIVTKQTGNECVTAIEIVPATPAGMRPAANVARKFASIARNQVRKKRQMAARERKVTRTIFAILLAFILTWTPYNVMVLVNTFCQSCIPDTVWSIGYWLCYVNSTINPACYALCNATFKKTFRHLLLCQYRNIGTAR
CHRM5 antagonist – CHRM5 antagonism in calcium assay | actives 0.59% (n = 360,000) | inhibition, % at 3 µM | CHO-hM5 cells, Fluo-8 calcium fluorescence, ACh EC80 | AID 624040 | P08912;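 active = inhibition above a per-plate cutoff, the mean of that plate's test compounds plus 3 SD, cut at about 27% in these data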;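 also: 0% = acetylcholine EC80 with DMSO and 100% = DMSO without agonist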
CHRM4 agonist – agonists of human muscarinic M4 receptor (CHRM4). activation, % at 3 µM. CHO-K1 hM4/Gqi5, Fluo-8 calcium fluorescence; vehicle 0%, full acetylcholine response 100%. actives 0.14% (n = 360,000). AID 624127. P08173;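 active = activation above the run mean over all test wells plus 3 SD, cut at about 32% in these data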;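 also: peak over basal fluorescence ratio per well then scaled between controls; 0% = DMSO wells and 100% = acetylcholine at EC100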
M4 antag – CHRM4 antagonism in calcium assay | CHO-hM4 cells, ACh EC80, Fluo-8 calcium fluorescence | actives 0.73% (n = 360,000) | P08173 | inhibition, % at 3 µM | AID 624125;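 active = inhibition above its plate's cutoff, the mean inhibition of sample wells plus 3 SD, cut at about 27% in these data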;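 also: 0% = acetylcholine EC80 with DMSO and 100% = DMSO without agonist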
M5 PAM – potentiates acetylcholine response at human M5 receptor; P08912; CHO-K1 hM5, Fluo-8 calcium, ACh EC20 PAM; 0% = ACh EC20, 100% = ACh EC100; activation, % at 3 µM; actives 0.3% (n = 360,000); AID 624038;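 active = activation above the run cutoff, the mean activation of all test compounds plus 3 SD, cut at about 18% in these data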
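Assay system – human M5 receptor in CHO-K1 cells · Read-out – % activation, ACh-normalized · Technique – Fluo-8 calcium fluorescence · Dosing – single-point, 3 µM nominal · Incubation – Fluo-8 loading 80 min at 37 °C plus 30 min room temperature · Repeats – singlicate, one well per test compound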
M1 PAM parental – nonselective activator or artifact in parental CHO-K1 calcium assay; AID 602247; actives 0.02% (n = 360,000); ATP EC20, Fluo-8 calcium fluorescence; 0% at ATP EC20, 100% at ATP max; activation, % at 3 µM;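 active = activation above the run cutoff, the mean activation of all test compounds plus 3 SD, cut at about 40% in these data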;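 also: peak over basal fluorescence ratio in a 140 s read after ATP addition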
M1 ag parental – nonselective activator or artifact in parental CHO-K1 cells. Fluo-8 calcium fluorescence; scaled to maximal ATP response, vehicle zero. activation, % at 3 µM. actives 0.48% (n = 360,000). AID 602248; in the data active = activation above about 15%;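 also: untransfected CHO-K1 host cells lacking M1 receptor as counterscreen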
CHO-K1 Ca antag – nonselective inhibitor or artifact in parental CHO-K1 cells. ATP-induced calcium, Fluo-8 fluorescence. inhibition, % at 3 µM. actives 0.6% (n = 360,000);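 active = inhibition above a per-plate cutoff, the plate's mean sample inhibition plus 3 SD, cut at about 24% in these data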;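 also: 0% = DMSO plus EC80 ATP and 100% = DMSO alone without ATP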
The depositor's hits bear a star.

Values run as follows: M5 ag	M4 PAM	CHRM5 antagonist	CHRM4 agonist	M4 antag	M5 PAM	M1 PAM parental	M1 ag parental	CHO-K1 Ca antag
O=C(CN1CCN(Cc2ccccc2Cl)C1=O)NCc1cccnc1
→ -2.2	-15.1	5.6	0.0	5.4	-0.5	6.3	1.2	-15.8
CCC(C)(C)n1nnnc1CN1CCc2ccccc21
→ -2.5	-3.1	-3.4	-0.2	5.2	-2.4	16.6	-0.1	-13.0
Cc1ccc(C2CC(=O)NC(SCC(N)=O)=C2C#N)s1 (centres undefined)
→ 3.8	7.3	5.9	1.8	-7.5	1.9	-0.5	0.3	-15.7
O=C(Cc1ccc(F)cc1)N1CCC(CC2CC(c3cccc(Br)c3)=NO2)(C(=O)NCC2CCCCC2)CC1 (centres undefined)
→ -2.6	-5.4	10.9	2.3	13.2	-7.7	-11.8	0.0	-13.7
CCC(=O)N1CCN(c2ccc(NC(=O)c3ccc(C#N)cc3F)cc2Cl)CC1
→ 1.2	7.4	6.9	3.6	-5.5	-1.1	22.6	1.9	-6.6
N#Cc1c(-c2ccc(C(F)(F)F)cc2)cc(-c2ccccc2)[nH]c1=S
→ -0.2	0.6	2.6	1.2	-4.3	-6.7	5.3	0.4	6.2
CN(C)CCCN(C(=O)CCOc1ccccc1)c1nc2ccc(F)cc2s1
→ -3.7	-6.4	2.8	4.4	10.7	9.4	28.0	3.9	-15.0
O=C(OCc1cc2ccccc2[nH]c1=O)c1ccc([N+](=O)[O-])cc1
→ 4.4	16.5	-0.9	0.3	15.3	14.3	17.5	0.7	-11.1
CNc1nc2c(c(=O)n(C)c(=O)n2C)n1Cc1ccccc1
→ -1.6	-8.4	8.8	7.0	-9.7	-9.1	13.7	2.3	7.5
Cn1c(N)c(C(=O)COC(=O)C2=COCCO2)c(=O)n(C)c1=O
→ -2.7	-0.3	0.8	-0.1	-11.0	0.8	18.3	0.7	-15.3
COc1ccc(-n2cnnc2SCC(=O)Nc2cccc([N+](=O)[O-])c2)cc1
→ -0.5	-7.3	-5.8	0.1	4.2	-1.6	2.5	1.8	13.1
CCCN(C(=O)Cc1c(C(=O)O)n(C)c2ccccc12)c1cccc(C)c1
→ -5.5	-4.4	7.5	1.2	-0.9	2.3	3.4	-0.4	-11.4
CCOC(=O)CCCCCC(=O)Nc1ccc2c(c1)C(=O)N([C@H](C)CO)C[C@@H](C)[C@@H](CN(C)C(=O)CCC(F)(F)F)OCCCC[C@H](C)O2
→ 2.0	-0.9	3.2	0.2	1.5	-3.1	4.4	0.0	-10.6
Cc1ccc(OCC(=O)Nc2cc(C)on2)c([N+](=O)[O-])n1
→ 2.3	2.0	6.6	1.1	-5.5	1.3	-7.5	0.2	-7.7
Cc1cc(C(=O)CSc2nnnn2-c2ccc(Cl)cc2)c(C)n1CC1CCCO1 (centres undefined)
→ 2.0	13.1	0.0	2.0	2.3	-2.1	11.1	0.2	-21.8

(cont.)
Values run as follows: M5 ag	M4 PAM	CHRM5 antagonist	CHRM4 agonist	M4 antag	M5 PAM	M1 PAM parental	M1 ag parental	CHO-K1 Ca antag
Cc1ccc(Nc2nc(-c3ccc(F)cc3)cs2)nc1
→ 4.6	-1.3	-10.8	-1.3	-4.1	8.0	11.0	-0.5	6.0
CCCc1c(-c2cccc(Cl)c2)ncn1CCc1ccccc1OC
→ -3.4	-10.0	7.3	0.5	-0.8	-22.0	5.6	0.7	-11.4
O=C(O)c1ccccc1-c1ccccc1C(=O)Nc1nccs1
→ -3.4	10.0	4.3	0.7	-5.1	-0.8	1.7	0.4	-12.8
CC(=O)NC(=S)Nc1ccc(NC(=S)NC(=O)c2cccs2)cc1
→ -2.6	-3.8	10.6	-0.1	7.4	-0.7	12.2	0.8	-5.2
CC(CC(=O)Nc1ccc2c(c1)c(=O)n(C)n2-c1ccc2ccccc2c1)C(F)(F)F (centres undefined)
→ -4.0	-8.2	0.2	1.0	3.3	-5.5	-0.3	0.6	13.1
Cc1c(S(=O)(=O)Nc2cc(Cl)ccc2Cl)c(=O)n(C)c(=O)n1C
→ -2.1	2.4	-1.4	0.6	3.2	-1.8	17.3	-0.2	-3.3
COc1ccc(N2C(=O)CCC(C(=O)c3ccccc3)=C2C)cc1
→ 1.8	3.7	8.5	1.4	-1.1	-0.8	1.0	0.4	9.1
CC1CCN(S(=O)(=O)N2CCC(C(=O)NCCC3=CCCCC3)CC2)CC1
→ -0.5	-1.0	-5.7	2.3	-0.7	-1.4	-6.8	-0.1	-0.2
CC(C)(C)NC(=O)C1CCC(CNc2c(N3CCCCC3)c(=O)c2=O)CC1 (centres undefined)
→ 3.4	9.0	7.2	0.5	4.6	4.1	14.4	1.0	-6.8
CC(C)NC(=O)COc1ncnc2sccc12
→ 0.9	11.6	1.0	1.8	-6.0	2.5	19.4	2.4	-17.6
CNc1snc(C)c1C(=O)OC(C)C(=O)Nc1cccc(OC)c1 (centres undefined)
→ 4.6	-2.6	2.2	10.2	-9.9	-6.6	5.0	5.9	-13.2
COC(=O)c1cccc(C23CC4(C2)[C@H](CN(Cc2ccc(C(F)(F)F)cc2)[C@@H]4c2ccccc2)C3c2ccc(Cl)nc2)c1 (some centres undefined)
→ 3.9	4.5	-1.8	0.4	-11.2	5.7	-8.8	-0.2	21.9
CC(=O)Nc1cnc(/C=C\CCCO)cn1
→ 0.6	1.1	0.1	0.9	-5.3	2.0	8.4	0.7	0.6
COc1ccc(NC(=O)C2c3ccccc3OCC(=O)N2Cc2ccco2)cc1 (centres undefined)
→ -0.7	2.3	1.4	-1.0	1.8	-0.7	4.3	0.1	10.3
Cc1ccc(S(=O)(=O)Nc2ccc3c(c2)C(=O)N([C@H](C)CO)C[C@H](C)[C@@H](CN(C)Cc2ccc(-c4ccccc4)cc2)O3)cc1
→ -5.9	9.5	8.0	0.1	-1.9	3.3	3.9	0.6	-13.6

Next part.
Values run as follows: M5 ag	M4 PAM	CHRM5 antagonist	CHRM4 agonist	M4 antag	M5 PAM	M1 PAM parental	M1 ag parental	CHO-K1 Ca antag
COC(=O)CCC(=O)OC1(C)C(=O)C2=CN(C3CCCC3)C(c3ccc(OC)cc3)=CC2=C(Br)C1=O (centres undefined)
→ -2.8	-3.8	-0.3	2.2	19.6	-2.8	15.6	0.7	-13.0
CC[n+]1c(C)cc(C)n1-c1ccccc1
→ -11.0	2.2	2.3	0.6	-11.0	-2.7	6.7	-0.5	-10.6
O=C(CC1C(=O)NCCN1Cc1c(F)cccc1Cl)NC1CCCCCC1 (centres undefined)
→ -3.9	-3.7	-1.6	0.6	-2.1	1.5	13.8	1.5	-6.1
CC(=O)Nc1nc(C)cs1
→ -0.8	2.3	7.5	1.2	-8.4	0.2	-2.3	0.1	16.7
CCN(CC)S(=O)(=O)c1ccc(S(=O)(=O)NCc2cccs2)cc1
→ 1.0	3.2	13.6	5.0	-6.2	-3.1	-2.4	4.5	-12.7
CCCCN(C)C(=O)c1nc2ccccn2c1CN1CCN(c2ncccn2)CC1
→ -0.1	6.9	6.2	2.9	-11.8	-1.3	12.6	0.7	5.1
Cc1ccc(Cn2nc(C)c(NC(=O)C3CC3)c2C)cc1
→ 1.2	-2.8	5.9	0.1	0.6	-0.7	-2.9	0.4	0.2
Cc1cc(C)c(Cn2cnc3ccccc32)c(C)c1
→ -3.2	-2.9	1.1	-0.7	-2.8	-3.1	-7.2	0.2	11.4
COc1ccc(NC(=O)CCNC(=O)N2CC(=O)Nc3ccccc32)cc1
→ 0.3	11.9	-1.4	0.4	-16.0	0.7	10.2	0.2	-6.1
CN(CC(=O)Nc1ccc(Cl)c(C(F)(F)F)c1)C(=O)Cc1ccsc1
→ 4.5	3.3	8.9	11.7	0.6	-4.3	-9.1	7.6	-6.0
COc1ccc(C(C(=O)NC2CCCC2)N(C(=O)c2ccco2)c2ccccc2OC)cc1 (centres undefined)
→ 0.0	-0.9	9.6	0.2	17.0	-0.4	-0.1	0.1	-10.8
COc1ccc(C)cc1NC(=O)CCNS(=O)(=O)c1cccc2nonc12
→ -0.9	2.2	1.6	2.3	-20.2	-0.2	13.0	1.4	-13.1
O=C(O)/C=C/C(=O)OC1CC2CCC1C2 (centres undefined)
→ 1.4	1.0	4.8	0.6	-17.2	4.4	14.2	0.4	-13.4
COC(=O)CN1C(=O)N/C(=C/c2cc(OC)c(OC)cc2C)C1=O
→ 1.4	3.2	1.9	-0.1	0.3	3.1	2.1	-0.8	-7.1
CCN(CC)CCN1C(=O)C(=O)/C(=C(/O)c2cnn(-c3ccccc3)c2C)C1c1ccc(C)o1 (centres undefined)
→ -2.8	5.4	1.8	1.0	3.2	1.0	14.5	0.4	-2.5

Following part:
Values run as follows: M5 ag	M4 PAM	CHRM5 antagonist	CHRM4 agonist	M4 antag	M5 PAM	M1 PAM parental	M1 ag parental	CHO-K1 Ca antag
Cc1ccc(Nc2ncnc3sc(C)c(C)c23)cc1
→ -3.5	5.7	18.2	-3.2	-0.9	-2.7	22.8	-0.7	-18.7
Cc1sc2ccc3sccc3c2[n+]1C
→ 13.8	-4.5	6.0	5.1	9.1	-0.4	18.5	2.1	-2.5
CC1CCC2(CC1)NC(=O)N(CC(=O)Nc1sc3c(c1C(N)=O)CCC3)C2=O (centres undefined)
→ -2.8	4.8	1.3	-0.2	-9.1	0.6	17.9	-0.1	-19.1
Cc1cc(/C=C2/C(=O)NN(c3ccccc3)C2=O)c(C)n1-c1ccc(O)cc1
→ 1.8	-1.3	-1.2	0.7	0.3	2.9	10.2	0.0	-7.9
CCCCCc1nnc(NC(=O)c2cccc(S(=O)(=O)N3CCOCC3)c2)s1
→ 14.0	12.7	-4.2	4.3	-3.7	7.7	12.9	2.2	-14.3
CC1(C)CC(=O)C(Sc2ccc(Br)cc2)=C(O)C1
→ 3.4	4.0	-7.2	-1.9	-11.3	7.7	4.3	10.7	-4.0
O=C1N/C(=N/N=C/c2ccc(O)cc2)SC1Cc1ccccc1 (centres undefined)
→ 0.9	3.6	4.2	0.6	4.5	-5.1	-3.5	0.3	-0.7
N#Cc1cccnc1N1CCC(C(N)=O)CC1
→ 0.1	-5.3	15.3	6.7	9.0	-6.7	-21.2	1.1	0.9
COc1ccc(S(=O)(=O)Nc2ccc(N3CCOCC3)cc2)cc1Br
→ -0.2	-6.3	9.9	5.1	7.0	-12.6	-6.7	0.9	15.0
COc1ccc(C(=O)NCCS(=O)(=O)NCc2cccs2)cc1
→ 0.5	-2.7	1.6	-0.3	0.6	-0.2	0.2	0.4	5.1
Cc1ccc(NC(=O)CCC(=O)NNS(=O)(=O)c2ccc(Cl)cc2)cc1C
→ -3.0	4.3	-6.4	-0.5	-17.1	-0.7	19.2	0.2	-0.1

Already shown: entries from further up.
Values run as follows: M5 ag	M4 PAM	CHRM5 antagonist	CHRM4 agonist	M4 antag	M5 PAM	M1 PAM parental	M1 ag parental	CHO-K1 Ca antag
Cc1ccc(Nc2ncnc3sc(C)c(C)c23)cc1
→ -3.5	5.7	18.2	-3.2	-0.9	-2.7	22.8	-0.7	-18.7
Cc1sc2ccc3sccc3c2[n+]1C
→ 13.8	-4.5	6.0	5.1	9.1	-0.4	18.5	2.1	-2.5
CC1CCC2(CC1)NC(=O)N(CC(=O)Nc1sc3c(c1C(N)=O)CCC3)C2=O (centres undefined)
→ -2.8	4.8	1.3	-0.2	-9.1	0.6	17.9	-0.1	-19.1
Cc1cc(/C=C2/C(=O)NN(c3ccccc3)C2=O)c(C)n1-c1ccc(O)cc1
→ 1.8	-1.3	-1.2	0.7	0.3	2.9	10.2	0.0	-7.9

High-throughput results as filed in PubChem.
